# AMA1 RON2 block: qHTS for Inhibitors of AMA1-RON; Towards Development of Antimalarial Drug Lead: Primary Screen. Plasmodium falciparum AMA1 (3D7) - RON2 peptide interaction. 360,000 tested, 0.2% active. Potency, µM (titrated, usually from 58.2 µM), inactives show at the highest dose activity change, negative = inhibition, actives largely listed as inhibitors. AlphaScreen AMA1-biotinylated RON2 peptide binding;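 note: potency is the fitted concentration of half-maximal effect; 0% = vehicle wells and -100% = peptide control; nearly all actives have a fitted effect of over 45% in size; some results filed as inactive show a strong effect at the top dose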
#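 AMA1 (3D7) with his tag at 25 nM final met compounds first, then biotinylated RON2 peptide at 25 nM; detection used donor plus acceptor beads, 10 µg/mL apiece, read by AlphaScreen after 30 min at room temperature.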
# CHX counter: Cycloheximide Counterscreen for Small Molecule Inhibitors of Shiga Toxin; AID 2314, 2010; 300,000 tested, 12% active; cell reporter, cycloheximide protein synthesis inhibition counterscreen; max response, %; in the data active = max response mostly above about 13%, no sharp cut-off; inactive = mostly below about 14%; note: read at 38.3 µM for the half of the compounds with a filed dose; 0% is about no effect
# Pf growth 96h: Primary qHTS for delayed death inhibitors of the malarial parasite plastid, 96 hour incubation | P. falciparum luciferase reporter growth, 96 h | Potency, µM (doses to about 28.7 µM), without a hit: at the top dose activity change, negative = inhibition, usual class: inhibitors | 320,000 tested, 6.9% active | AID 504834, 2011; note: potency is the fitted concentration of half-maximal effect; % is set by controls: 0 for no effect and ±100 for the full control effect
#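 Two-generation exposure (96 h) targets delayed-death phenotype. Reporter parasites carrying integrated firefly luciferase, in red cells at 2% hematocrit and 0.05% parasitemia final, kept at 37 C, 5% CO2; luminescence loss indicates inhibition.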
# Pf growth 48h: Primary qHTS for delayed death inhibitors of the malarial parasite plastid, 48 hour incubation | P. falciparum luciferase growth in erythrocytes, 48 h | Potency, µM (series often up to 28.7 µM), for inactives: at the highest dose activity change, negative = inhibition, hits mostly inhibitors | 310,000 tested, 5.9% active | AID 504832, 2011; note: potency is the fitted concentration of half-maximal effect; % is set by controls: 0 for no effect and ±100 for the full control effect
#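 Erythrocytes infected with P. falciparum carrying an integrated firefly luciferase reporter (2% hematocrit, 0.1% parasitemia final) were exposed to compounds in RPMI 1640 with 0.5% Albumax at 37 C, 5% CO2. Growth inhibition was scored as reduced luminescence.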
# LmPK inhibitor: qHTS Assay for Inhibitors of Leishmania Mexicana Pyruvate Kinase (LmPK); Q27686; 290,000 tested, 0.37% active; Potency, µM (series often up to 57.5 µM), for the others: top-dose activity change, negative = inhibition, hits mostly inhibitors; purified LmPK, Kinase-Glo ATP luminescence, 1 h; note: potency is the fitted concentration of half-maximal effect; % is set by controls: 0 for no effect and ±100 for the full control effect
# Target sequence (Q27686 whole entry, looked up): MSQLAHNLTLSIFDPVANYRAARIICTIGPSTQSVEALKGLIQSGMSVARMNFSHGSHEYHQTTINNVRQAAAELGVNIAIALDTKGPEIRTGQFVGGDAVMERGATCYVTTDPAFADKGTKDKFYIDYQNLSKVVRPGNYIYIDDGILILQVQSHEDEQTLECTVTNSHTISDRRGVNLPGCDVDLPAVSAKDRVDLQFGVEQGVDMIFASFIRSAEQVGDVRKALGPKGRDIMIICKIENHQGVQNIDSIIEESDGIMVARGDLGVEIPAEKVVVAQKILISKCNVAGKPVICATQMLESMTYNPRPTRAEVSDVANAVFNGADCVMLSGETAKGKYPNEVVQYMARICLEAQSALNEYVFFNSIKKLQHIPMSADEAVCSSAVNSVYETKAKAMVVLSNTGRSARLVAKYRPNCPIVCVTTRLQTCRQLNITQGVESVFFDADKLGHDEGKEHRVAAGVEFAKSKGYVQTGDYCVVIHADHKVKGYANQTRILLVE
#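 Kinase-Glo luminescence read after 1 h RT reaction of 0.1 nM LmPK with 0.5 mM PEP and 0.1 mM ADP. Activity scaled between uninhibited and enzyme-free controls.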
# Tb PYK inh: qHTS of Trypanosoma Brucei Inhibitors | TbPYK enzyme, Kinase-Glo Plus ATP luminescence, 45 min | Potency, µM (series often up to 76.8 µM), for inactives: at the highest dose activity, negative = inhibition, most hits filed as inhibitors | 410,000 tested, 0.12% active | pyruvate kinase (Trypanosoma brucei), Q57TT1; note: potency is the fitted concentration of half-maximal effect; % is set by controls: 0 for no effect and ±100 for the full control effect; nearly all actives have a fitted effect of over 50% in size
#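 Assay buffer: 50 mM TEA pH 7.2, 100 mM KCl, 10 mM MgCl2, 0.05% BSA, 0.01% Tween-20. Pyruvate kinase from T. brucei plus substrate met compound, then ADP (130 uM final). Luminescence was read post 45 min RT.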
# Shiga toxin inh: A qHTS for Small Molecule Inhibitors of Shiga Toxin | inhibition, % at 38.7 µM | AID 2315, 2010 | Vero cells, Shiga toxin protein synthesis inhibition reporter | 290,000 tested, 9.2% active; in the data active = inhibition mostly above about 28%, no sharp cut-off; inactive = mostly below about 43%; note: 0% is about no effect
# Active calls of the source: *; ? = inconclusive; . = no result given; & = joins results of further samples; [ ] = dose if it differs, or a comment. Unless noted, calls come from the whole dose curve; as a rule, active = well fitted curve in the direction sought with a large enough effect; inconclusive = small, poorly fitted or top-dose-only effect, or another doubt; inactive = no such curve, though single readings can be large; an effect the other way counts as inactive or inconclusive.
SMILES,AMA1 RON2 block,CHX counter,Pf growth 96h,Pf growth 48h,LmPK inhibitor,Tb PYK inh,Shiga toxin inh
O=C(NC(=S)N(CCO)Cc1ccccc1)c1ccc(S(=O)(=O)N2CCCC2)cc1,55%[activator],-2,1%,-4%,4%,-1%,-4
COCCCNC(=O)CN1C(=O)/C(=C/c2ccccc2C)Sc2ccccc21,-6%,10,?,-11%,14%,-1%,27
O=C(Nc1ccc2c(c1)OCO2)C1(S(=O)(=O)c2ccc(Cl)cc2)CC1,28%,18,1.9µM*,-1%,1%,-2%,36
CCN(CC)C(=O)Oc1ccc2ccccc2c1Br,29%,25*,-13%,188%[activator],0%,3%,76*
O=C(NCc1ccc(F)cc1)C1CCCN(c2nc3ccsc3c(=O)s2)C1 (configuration not stated),4%,-3,?,?,-2%,3%,-10
COc1ccccc1NC(=O)NC(N)=O,18%,3,.,21%,1%,1%,-2
CN(Cc1nc2ccccc2c(=O)[nH]1)C(=O)c1ccc(S(=O)(=O)N2CCCC2)cc1,26%,.,?,-6%,.,-8%,.
CN(C1CCCCC1)S(=O)(=O)c1ccc2c(c1)c(=O)c(C(=O)N1CCc3ccccc3C1)cn2C,0%,-3,?,.,7%,-2%,4
C=CCn1c(=N)n(CC(=O)c2ccc(OC)cc2)c2ccccc21,1%,-2,-25%,?,5%,-17%,20
CCCOc1ccc(-c2nc(-c3ccc(N)cc3)cs2)cc1,.,68*,93%[activator],49%[activator],1%,.,62*
CSCC(=O)N1CCCC(N2CCN(c3cccc(C(F)(F)F)c3)CC2)C1 (configuration not stated),-9%,-2,?,8%,7%,-21%,-13
Cc1scc(C(=O)O)c1-c1c(C(=O)O)csc1C,0%,-3,6%,2%,0%,2%,-5
C=CCn1c(=O)c2ccccc2n2c(SCC(=O)Nc3sc(C)c(CC)c3C(=O)OCC)nnc12,-4%,-2,12%,12%,-1%,4%,-7
CCOC(=O)c1c(NC(=O)COC(=O)c2ccccn2)sc2c1CCC2,3%,-2,56%[activator],10%,0%,-8%,-10
COc1ccc(CCNC(=O)COC(=O)C2CC2C)cc1OC (configuration not stated),-1%,.,17%,4%,.,0%,.
Cc1c(OCC(=O)NCCN2CCOCC2)ccc2c(-c3ccccc3)cc(=O)oc12,2%,-3,-14%,0%,0%,-3%,0
Cn1c(SCc2ccccc2)nnc1-c1cnccn1,-3%,37*,2%,13%,-1%,0%,97*
CCC(C)(C)c1ccc(OCC(=O)N(C)C)c(C(C)(C)CC)c1,15%,-3,-58%,12µM*,0%,4%,-15
CC(C)(C)NC(=O)Cn1c(SCC(=O)Nc2nccs2)nc2ccccc21,53%[activator],-4,?,?,-1%,3%,17
N#Cc1c(N)oc(-c2ccc3c(c2)OCO3)c1-c1ccc2c(c1)OCO2,15%,0,-21%,.,3%,7%,9
CCOC(=O)c1oc2nc(C(C)C)c3c(c2c1N)CC(C)(C)OC3,20%,-1,-4%[5.75 µM],?,-2%,2%,-14
CSc1nc2cc(F)c(F)cc2n1C,45%[activator],1,8%,20%,-5%,-1%,-5
COc1cccc(NC(=O)NCCC2=CCCCC2)c1,-2%,19*,?,34%[activator],1%,4%,74*
Cc1cc(Cl)c2oc(C(=O)N(C)CC3CCOCC3)c(C)c2c1,19%,38*,?,49%[activator],7%,5%,71*
CCCCNC(=O)c1onc(CSc2ccccc2C)c1C(=O)O,-4%,-3,0%,-6%,9%,2%,-9

# Part of the list above in order of formula weight, falling:
SMILES,AMA1 RON2 block,CHX counter,Pf growth 96h,Pf growth 48h,LmPK inhibitor,Tb PYK inh,Shiga toxin inh
Cc1c(OCC(=O)NCCN2CCOCC2)ccc2c(-c3ccccc3)cc(=O)oc12,2%,-3,-14%,0%,0%,-3%,0
Cc1cc(Cl)c2oc(C(=O)N(C)CC3CCOCC3)c(C)c2c1,19%,38*,?,49%[activator],7%,5%,71*
Cn1c(SCc2ccccc2)nnc1-c1cnccn1,-3%,37*,2%,13%,-1%,0%,97*

# The listing picks up; the 4 compounds before the break are reprinted first.
SMILES,AMA1 RON2 block,CHX counter,Pf growth 96h,Pf growth 48h,LmPK inhibitor,Tb PYK inh,Shiga toxin inh
CSc1nc2cc(F)c(F)cc2n1C,45%[activator],1,8%,20%,-5%,-1%,-5
COc1cccc(NC(=O)NCCC2=CCCCC2)c1,-2%,19*,?,34%[activator],1%,4%,74*
Cc1cc(Cl)c2oc(C(=O)N(C)CC3CCOCC3)c(C)c2c1,19%,38*,?,49%[activator],7%,5%,71*
CCCCNC(=O)c1onc(CSc2ccccc2C)c1C(=O)O,-4%,-3,0%,-6%,9%,2%,-9
CCCn1c(C(O)c2ccc(C)cc2)nc2ccccc21 (configuration not stated),13%,-4,?,?,-7%,-3%,-5
O=C(NC1CCCCCC1)c1ccc(Cl)c(S(=O)(=O)N2CCOCC2)c1,3%,1,-26%,?,-4%,-5%,-3
CCc1ccc(OCC(=O)NCc2ccco2)c(Br)c1,-7%,40*,.,61%[activator],-1%,-3%,106*
CCOC(=O)C(=O)c1cn(C2OCC(OC(C)=O)C(OC(C)=O)C2OC(C)=O)c2ccccc12 (configuration not stated),-16%,-3,19%,-3%,5%,4%,-10
CCOc1ccc(S(=O)(=O)N2CCC(C(=O)NCc3cccnc3)CC2)cc1Cl,4%,-9,6%,-9%,1%,-1%,-8
C/C(=N\NC(=O)c1ccoc1C)c1ccc(Cl)s1,42%[activator],41*,-12%,66%[activator],0%,-3%,87*
COc1cccc(NC(C)=[N+](C)CCNS(=O)(=O)c2ccc(Cl)cc2)c1,-14%,43*,?,30%[activator],1%,-18%,119*
COCCNC(=O)CN1CCN(Cc2cccc(Cl)c2)C1=O,0%,-4,7%,13%,1%,0%,4
O=C(CCNC(=O)c1ccco1)Nc1ccccc1OC(F)F,0%,2,23%,0%,5%,0%,-9
Cc1cccc(NC(=O)CSc2nc3ccccc3nc2N2CCCC2)c1,74%[activator],10,32%,?,-8%,-14%,15
COc1ccccc1N1CCN(C(=O)C(=O)c2c(C)[nH]c3ccccc23)CC1,1%,-7,?,-4%,0%,3%,-12
Cc1ccc(NS(=O)(=O)c2cc(NC(=O)c3ccc4c(c3)NC(=O)CS4)ccc2C)c(C)c1,15%,-3,?,?,1%,?,-6
CC(C)C(C(=O)O)N1C(=O)/C(=C/c2cccn2C)SC1=S (configuration not stated),-25%,-1,23%,9%,1%,-24%,-10
COc1ccccc1NC(=O)c1c(C)oc2c1CCCC2,7%,12,135%[activator],17%,0%,-2%,26
Cc1sc2nc(CSC(C)C(=O)N(C)CC(=O)Nc3ccccc3C(F)(F)F)[nH]c(=O)c2c1C (configuration not stated),7%,.,?,-27%,.,-20%,.
COC(=O)Cc1cc(=O)[nH]c(Nc2nc3ccccc3o2)n1,23%,17*,32%[activator],11%,4%,-6%,31*
O=C(CCn1cnc2ccccc21)N=Nc1c(O)[nH]c2ccccc12,8%,-1,-12%,-12%,8%,1%,13
CS(=O)(=O)N(CC(=O)Nc1ccc(S(=O)(=O)N2CCOCC2)cc1)c1cccc(F)c1,8%,-4,41%[activator],20%,2%,-1%,19
Cc1cccc(N2CCCn3c2nc2c3c(=O)[nH]c(=O)n2C)c1,-4%,-1,6%,-4%,-1%,-1%,-5
COc1ccc(C(=O)Nc2ccccc2C(=O)NCCCn2ccnc2)cc1,-7%,-1,?,?,-4%,-15%,33
Cc1ccc(S(=O)(=O)NC(=O)c2ccc(Br)o2)cc1,-2%,1&-4,-11%,-2%,-2%,2%,-17
COc1ccc(NC(=O)c2ccc(Cl)c(S(=O)(=O)N3CCc4ccccc4C3)c2)cn1,-10%,-2,.,1.9µM*,0%,5%,30
COc1ccc2nc(C)cc(SCC(=O)N/N=C/c3cccc4ccccc34)c2c1,-12%,-2,?,?,2%,2%,1
Cc1cc(NC(=O)CSc2nnc3c(C)cc4c(C)ccc(C)c4n23)no1,-6%,-2,1%,36%[activator],2%,-6%,27
O=C(CSc1nnc(NC(=O)c2ccco2)s1)NCc1ccc2c(c1)OCO2,-7%,-3,26%,17%,0%,0%,-3

# Additional records follow:
SMILES,AMA1 RON2 block,CHX counter,Pf growth 96h,Pf growth 48h,LmPK inhibitor,Tb PYK inh,Shiga toxin inh
NS(=O)(=O)c1ccc(CCNC(=O)CC(c2ccccc2)c2ccccc2)cc1,-1%,-3,?,-15%,0%,-3%,8
N#Cc1ccccc1NC(=O)CSc1n[nH]c(-c2ccco2)n1,-7%,-2,67%[activator],0%,6%,-21%,-22
O=C(Cn1nnc2ccccc2c1=O)NCC1CCC(C(=O)O)CC1 (configuration not stated),3%,-1,18%,-5%,8%,4%,14
COC(=O)CCC(=O)NNC(=O)CCCOc1ccc(Cl)cc1Cl,26%,-3,0%,43%[activator],-2%,3%,-6
Cc1ccc(-c2csc3ncnc(N4CCc5ccccc5C4)c23)cc1,-26%,-4,22%,-3%,4%,6%,-4
COc1ccccc1NS(=O)(=O)c1cccc(C(=O)NN=C2CCCCCC2)c1,22%,-3,3%,-9%,-1%,-3%,-2
CC1=C(C(=O)OCC2CCCO2)C(c2cccc(C(F)(F)F)c2)C2=C(CC(c3ccco3)CC2=O)N1 (configuration not stated),12%,3,.,13µM*,7%,.,18
COc1cc(OC)cc(-c2cc(N)n(S(=O)(=O)c3cccc4nsnc34)n2)c1,-9%,-2,-25%,-19%,2%,-3%,-12
Oc1ccc(Cl)cc1CNc1ccc(Br)cn1,41%[activator],45*,-3%,?,1%,1%,111*
COC(=O)c1ccccc1S(=O)(=O)N1CCC(C(=O)OC(C)C(=O)Nc2ccccc2OC)CC1 (configuration not stated),0%,.,?,?,.,7%,.

# Compound activity deposited in PubChem by National Center for Advancing Translational Sciences (NCATS).

# Rows were taken by chance. About 21% of those tested had a hit in this group.
